Wnt act = Wnt/beta-catenin pathway activators, primary screen, cell-based, plate reader, single point. activation, % at 9.35 µM. AID 743398, 2014. 300,000 compounds, 1.2% hits. Wnt/beta-catenin reporter cell assay, activator; in the data active means activation above about 30%, passing the limit was not always enough; inconclusive means no clear call, values can overlap the other calls;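 further: 0% = neutral control wells and 100% = positive control wells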
* hit, by the source's call; ? = inconclusive. Not all compounds are listed; count on the stated rates, not on these rows.

SMILES	Wnt act
O[C@@H](Cc1ccccc1)[C@@H](/C=C/c1ccccc1)NCCc1ccccc1	-7
COC(=O)[C@]12CCCCC=C1N(Cc1ccc3c(c1)OCO3)C(=O)[C@H](CC(=O)N1CCN(C(=O)c3ccco3)CC1)C2	-2
CC(C)(C)C1CCN2CCCC(c3ccccc3)(C1)C2=O (centres undefined)	-2
CC1=C(C(=O)N(C(C)C)C(C)C)CC(CC(=O)NCCN2CCOCC2)C(=O)N1Cc1ccc(F)cc1 (centres undefined)	-1
CCCCCCN(C(=O)CCCCCN1C(=O)NC(c2ccc(-c3ccccc3)cc2)C(C(=O)OCc2ccccc2)=C1C)C(C(=O)NCCCC)c1cccc(C(=O)OC)c1 (centres undefined)	-6
COc1ccc(C2=Nc3ccccc3N(C(=O)c3ccc(C)cc3)C2C(=O)NCc2ccccc2)cc1 (centres undefined)	3
C/C=C1\NC(=O)[C@H](C)NC(=O)[C@@H](NC(=O)[C@@H](Cc2ccc(O)cc2)NC(=O)[C@@H](NC(=O)/C(C)=C/C)C(C)C)[C@@H](C)OC(=O)[C@H](CCCCc2ccc(O)cc2)NC(=O)[C@@H](CCC(=O)OC)NC1=O	-2
Cc1ccc2nc3n(c(=O)c2c1)-c1ccc(Cl)cc1C(=O)NC3Cc1ccccc1 (centres undefined)	-5
CCOC(=O)C1=CCN(S(C)(=O)=O)C1c1ccc(C)cc1 (centres undefined)	-1
O=C(Nc1c(-c2ccccc2)[nH][nH]c1=O)c1ccc(Br)cc1	-1

The last three records of the part before lead into the next.
SMILES	Wnt act
Cc1ccc2nc3n(c(=O)c2c1)-c1ccc(Cl)cc1C(=O)NC3Cc1ccccc1 (centres undefined)	-5
CCOC(=O)C1=CCN(S(C)(=O)=O)C1c1ccc(C)cc1 (centres undefined)	-1
O=C(Nc1c(-c2ccccc2)[nH][nH]c1=O)c1ccc(Br)cc1	-1
CCOC(=O)C1=CCN(S(=O)(=O)c2ccccc2Cl)C1c1cccc(Cl)c1 (centres undefined)	-3
CC1ON=C(c2ccc(F)cc2)NC1=O (centres undefined)	-2
Cc1cccc(C)c1-n1nnnc1C(c1ccnc2ccccc12)N1CCN(C(=O)OC(C)(C)C)CC1 (centres undefined)	-4
O=c1oc(=S)oc2c1[C@H](c1ccc(Cl)cc1)O[C@H](C1CC1)C2	-2
CSCCC(c1nnnn1C(C)(C)C)N1CCN(C/C=C/c2ccccc2)CC1 (centres undefined)	-1
CCCCCCCCN1C(=O)[C@@H](CC(=O)N2CCCC2)C[C@@]2(C(=O)OC)C1=C[C@H](C1CCCC1)O[C@@H]2C	-3
OCCOC1CCCc2oc(-c3ccccc3)c(C#CC3(O)CCCCC3)c21 (centres undefined)	-1
COc1ccc(CN2C(=O)CN(S(C)(=O)=O)CC2(C)C(=O)NC(C)C)cc1OC (centres undefined)	-2
NC(=O)c1c(N)[nH]c(C(=O)c2ccccc2)c1-c1ccc2c(c1)OCO2	5
Oc1ccc(C[C@H]2CN([C@@H](Cc3cccc(O)c3)CN3CCC[C@@H]3CN3C(=S)NC[C@@H]3Cc3ccccc3)C(=S)N2CC2CCCCC2)cc1	-16
Cc1cn([C@H]2C[C@H](O)[C@@H](/C=C/C(=O)NCCC(C)C)O2)c(=O)[nH]c1=O	-1
COc1ccc(-c2oc3c(c2C#CC(C)(C)O)C(OC)CCC3)cc1 (centres undefined)	-2
FC(F)(F)Oc1ccccc1C(c1nnnn1-c1ccc2c(c1)OCCO2)N1CCN(C/C=C/c2ccccc2)CC1 (centres undefined)	-3
Cc1ccc(OCc2nc3ccccc3n2C(C(=O)NC(C)(C)C)c2ccccc2)cc1 (centres undefined)	5
Cc1cccc(C)c1-n1nnnc1-c1nc2ccccc2[nH]c1=O	-3
Cn1ccc2c(-c3cccc4ccccc34)cc3c(c21)C1CCC3O1 (centres undefined)	-1
Cn1ccc2c(-c3ccc(C(=O)O)cc3)cc3c(c21)C1CCC3C1 (centres undefined)	-8
CC(C)C[C@H]1CN(CCCC[C@@H]2CNC(=O)C(=O)N2CC2CCCCC2)C(=O)C(=O)N1Cc1ccccc1	-2
CCc1ccc2c(F)cccc2n1	-3
COCc1cn(-c2nc3ccccc3s2)nn1	7

4 entries from above, field by field:
molecule: COCc1cn(-c2nc3ccccc3s2)nn1
  Wnt act: 7

molecule: CCc1ccc2c(F)cccc2n1
  Wnt act: -3

molecule: FC(F)(F)Oc1ccccc1C(c1nnnn1-c1ccc2c(c1)OCCO2)N1CCN(C/C=C/c2ccccc2)CC1 (centres undefined)
  Wnt act: -3

molecule: CC(C)C[C@H]1CN(CCCC[C@@H]2CNC(=O)C(=O)N2CC2CCCCC2)C(=O)C(=O)N1Cc1ccccc1
  Wnt act: -2

The list goes on.
SMILES	Wnt act
Cc1cccc(CN2CCN(C3CN(Cc4cn(Cc5ccc(Cl)cc5)nn4)S(=O)(=O)C3)CC2)c1 (centres undefined)	-3
COc1ccc(COCCN2CCN(S(=O)(=O)c3ccc(C)cc3)CCC2=O)cc1	2
CCCCCCN1CCN(C2CN(Cc3cn(Cc4ccc(Cl)cc4)nn3)S(=O)(=O)C2)CC1 (centres undefined)	-4
CCc1nc2ccc(C(=O)N(C)Cc3ccco3)cn2c1N(CC)Cc1cccc(Br)c1	-3
Nc1[nH]c(C(=O)c2ccccc2)c(-c2cccc3ccccc23)c1C(=O)c1cccs1	-1
CN(C)CC#Cc1cccc(-c2nc(C(=O)O)cc3c2[C@@H](CCO)N(S(=O)C(C)(C)C)C3)c1 (some centres undefined)	-2
Cc1ccc(S(=O)(=O)N2C[C@H]3[C@H]4C(=O)N(C)C(=O)[C@H]4CC(=O)[C@H]3[C@@H]2c2ccccc2Cl)cc1	-1
CC1=C(C(=O)N(C(C)C)C(C)C)CC(CC(=O)NCc2ccco2)C(=O)N1CCCN1CCCC1=O (centres undefined)	-1
COc1ccc2c(c1)C(CC(C)=O)N(c1ccc(-c3cnc(OC)nc3)cc1)C(c1ccsc1)=C2 (centres undefined)	-4
CCCc1c(-c2cccc(Br)c2)ncn1Cc1cccc(-c2ccccc2)c1	-4
COC(=O)c1cc2c(c3c4cc(C)ccc4n(S(=O)(=O)c4ccccc4)c13)C(=O)N(Cc1ccc(C(F)(F)F)cc1)C2	-3
C[C@@H]1CN([C@@H](C)CO)C(=O)CCCn2cc(nn2)CO[C@H]1CN(C)C(=O)Nc1ccc(C(F)(F)F)cc1	0
O=C1c2[nH]nc(-c3ccccc3)c2C(c2ccc(F)cc2)N1Cc1ccccc1 (centres undefined)	0
CCOc1ccc(CCN2C(=O)C(=O)N([C@@H](CC(C)C)CN3CCC[C@H]3CN3C(=O)C(=O)NC[C@@H]3CC(C)C)C[C@@H]2Cc2ccc(O)cc2)cc1	-1
COC(=O)[C@@]12C[C@@H](CC(=O)N3CCOCC3)C(=O)N(Cc3ccc4c(c3)OCO4)C1=CCC(C)(C)C2	-1
O=C1CC2c3cc(Br)ccc3CCN2C(=O)CN1Cc1ccccc1 (centres undefined)	-2
C#CCN(Cc1ccco1)C(=O)c1nnc2c3cc(OC)ccc3n(S(=O)(=O)c3ccc(OC)cc3)c2n1	-7
CCCCCCCCN1C(=O)[C@H](CC(=O)NCCCCc2ccccc2)C[C@@]2(C(=O)OCC)CCCC=C12	2
Brc1ccc2nc(C3CCCCC3)c(Cc3ccccc3)n2c1	-2
COc1cccc2oc3cc(C#Cc4ccccn4)ccc3c(=O)c12	?
COC(=O)c1ccc(C23CC4(C2)[C@H](CN(Cc2ccc(-c5ccccc5)cc2)[C@@H]4c2ccccc2)C3c2ccc(Cl)nc2)cc1 (some centres undefined)	-6
Cn1ccc2c(-c3ccc(C(C)(C)C)cc3)cc3c(c21)C1CCC3C1 (centres undefined)	-1
CCCCCCn1cc(CN2CC(N3CCN(CCO)CC3)CS2(=O)=O)nn1 (centres undefined)	-1
Cc1cc2nc(-c3ccco3)c(Cc3cccc(F)c3)n2c(C)c1Br	-3
CCCNC(=O)c1cc2c(c(-c3cccc(-c4cc5ccccc5o4)c3)n1)[C@@H](CCO)N(C(=O)NC(C)C)C2	-3
CCCCNC(=O)C1C(c2ccc(C(F)(F)F)cc2)=Nc2ccccc2N1C(=O)c1cccc(C(F)(F)F)c1 (centres undefined)	-2
O=C1COc2ccccc2C(c2nc3ccccc3[nH]2)N1Cc1ccccc1 (centres undefined)	-3
COc1cccc(CNC(=O)[C@@H]2CCCN2C(=O)[C@H]2CCCCN2C(=O)c2ccccc2C)c1	-1
O=C(NCc1ccccc1)C(c1ccccc1)n1c(-c2ccccn2)nc2ccccc21 (centres undefined)	3
CC(C)(C)N1C(=O)c2c(C(=O)OCc3ccccc3)[nH]c(-c3ccccc3)c2C1=O	-1
COc1ccc(C(C(=O)NC(C)(C)C)n2c(-c3ccc(-c4ccccc4)cc3)nc3ccccc32)cc1 (centres undefined)	1
CC(C)(C)OC(=O)N1CCC[C@@H]1C(=O)NCc1ccccc1Cl	-1
O=S1(=O)CC(N2CCCCC2)CN1Cc1cn(Cc2ccc(C(F)(F)F)cc2)nn1 (centres undefined)	-1
CN1OC[C@@H]2CN(C(=O)c3cccnc3)[C@H](c3ccc(N4CCCCC4)cc3)C[C@@H]21	-1
O=c1[nH][nH]c2c1[C@@H](c1ccc(F)cc1)O[C@H](C1CCCCC1)C2	1
O=C(Cc1ccc(NC(=O)C2CCCN(C(=O)c3ccccc3)C2)cc1)Nc1cccc(C(=O)N2CCCC2)c1 (centres undefined)	-2
COCCN1C(=O)CCC1(C)c1nnnn1-c1c(C)cccc1C (centres undefined)	-3
CCOC(=O)c1cc2c(c(-c3cccc(C#Cc4ccc(OC)c(OC)c4)c3)n1)[C@@H](CCO)N(S(=O)C(C)(C)C)C2 (some centres undefined)	-2
CC(=O)c1ccc(S(=O)(=O)NCC2CCN(C(=O)C(=O)c3cc4ccccc4o3)CC2)cc1	-2
CCOC1=C2CN(S(=O)(=O)c3ccc(C)cc3)[C@H](c3ccccc3)C[C@@H]2N(S(=O)(=O)c2ccccc2)[C@H](c2ccccc2)C1	-4

The list goes on; it opens with the 2 that closed the last part.
SMILES	Wnt act
CC(=O)c1ccc(S(=O)(=O)NCC2CCN(C(=O)C(=O)c3cc4ccccc4o3)CC2)cc1	-2
CCOC1=C2CN(S(=O)(=O)c3ccc(C)cc3)[C@H](c3ccccc3)C[C@@H]2N(S(=O)(=O)c2ccccc2)[C@H](c2ccccc2)C1	-4
COC(=O)[C@]12C[C@H](CC(=O)N3CCSCC3)C(=O)N(CCC3=CCCCC3)C1=C[C@H](COCc1ccccc1)O[C@@H]2C	-15
COc1ccc(-c2nc3c4ccccc4ccn3c2Cc2ccccc2C(F)(F)F)cc1OC	-3
COC(=O)c1cc2c(c3c4cc(F)ccc4n(S(=O)(=O)c4cccc(C)c4)c13)C(=O)N(Cc1ccc(N(C)C)cc1)C2	-4
CCCCC[C@H](C)N1C[C@H](COCc2ccccc2)Oc2cc(N3CC[C@@H](N(C)C)C3)ccc2S1(=O)=O	-7
O=C(c1ccco1)N1CCN(C2CN(Cc3ccccc3)S(=O)(=O)C2)CC1 (centres undefined)	0
O=c1[nH][nH]c2c1[C@H](CCc1cccc(Cl)c1)O[C@H](CCc1ccccc1)C2	-1
COc1ccc(Cn2cc(CN3[C@@H](c4ccccc4)COc4cc(Br)ccc4S3(=O)=O)nn2)cc1	-1
CCOC(=O)/C=c1\s/c(=C\c2sccc2C)c(=O)n1CC(=O)NCc1ccc(C)cc1	-21
Cc1ccc(Cn2c(C)c(C(=O)NCC(C)C)sc2=O)cc1	-3
Cc1ccc(N2CCN(C(=O)C(=O)c3ccc4c(c3)OCO4)CC2)cc1	10
CCCC(=O)Nc1cccc(NC(=O)Cc2ccc(Cl)cc2)c1	-2
COc1ccc(C2CC(=O)C(c3ccc(Cl)c(Cl)c3)=CN2Cc2ccccc2)cc1 (centres undefined)	-5
C=CCN1C(=O)c2n[nH]c(COC)c2C1c1ccc(F)cc1 (centres undefined)	1
COc1ccc(-c2[nH][nH]c(=O)c2NC(=O)c2ccccn2)cc1	0
CN1CCN(C(=O)c2ccc(NC(=O)c3ccc(Br)o3)cc2)CC1	0
CCN(Cc1cc(OC)c(OC)c(OC)c1)S(=O)(=O)c1ccccc1Br	-2
CC(C)C[C@H]1CN([C@@H](Cc2ccccc2)CN2CCC[C@@H]2CN2C(=O)C(=O)NC[C@@H]2Cc2ccccc2)C(=O)C(=O)N1CCc1ccccc1	-10
COC(=O)[C@]12CCCCC=C1N(CCc1ccc(OC)c(OC)c1)C(=O)[C@H](CC(=O)NCCCCc1ccccc1)C2	-5
O=S1(=O)N[C@H](Cc2ccccc2)COc2cccc(N3CCSCC3)c21	-2
CC(C)(C)S(=O)N1Cc2cc(C(=O)Nc3ccc(-c4ccccc4)cc3)nc(-c3cccc(-c4cc5ccccc5o4)c3)c2[C@@H]1CCO (some centres undefined)	-6

Some of these compounds in order of the Wnt act value, ascending:
SMILES	Wnt act
CC(C)C[C@H]1CN([C@@H](Cc2ccccc2)CN2CCC[C@@H]2CN2C(=O)C(=O)NC[C@@H]2Cc2ccccc2)C(=O)C(=O)N1CCc1ccccc1	-10
COC(=O)[C@]12CCCCC=C1N(CCc1ccc(OC)c(OC)c1)C(=O)[C@H](CC(=O)NCCCCc1ccccc1)C2	-5
CN1CCN(C(=O)c2ccc(NC(=O)c3ccc(Br)o3)cc2)CC1	0

Next part
SMILES	Wnt act
O=C1NC[C@H](CCCCN2C[C@H](Cc3ccccc3)N(Cc3ccccc3)C(=O)C2=O)N(CCc2ccc(O)cc2)C1=O	-3
C=CCNc1cccc2c1S(=O)(=O)N[C@H](CC(C)C)CO2	-2
CCCCNC(=O)C(c1ccc(-c2ccccc2)cc1)N(CCN1CCOCC1)C(=O)CCCCCN1C(=O)NC(c2ccc([N+](=O)[O-])cc2)C(C(=O)OCc2ccccc2)=C1C (centres undefined)	-10
CN1OC[C@@H]2CN(C(=S)NCCc3ccccc3)[C@H](c3ccc(N4CCCCC4)cc3)C[C@@H]21	-2

Bioassay records deposited in PubChem BioAssay by Broad Institute.
